STAT3 act – increases IL-6 driven STAT3 reporter signal | U3A cells, IL-6 STAT3-luciferase reporter, luminescence; 100% = signal with IL-6 EC80 alone | activation (% of control), % at 5.6 µM | 190,000 tested, 0.91% active;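 active = activation above the screen-wide mean of compound activation plus 3 SD, cut at about 130% in these data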;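 also: 0% = background luminescence of wells with medium and substrate only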
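System – human U3A cells carrying STAT3-luciferase construct · Probe or stimulus – Interleukin-6, 33 ng/mL · Schedule – compound 1 h, then IL-6 6 h at 37 °C · Signal – luminescence from STAT3-driven luciferase reporter · Evaluation – percent of IL-6-only median luminescence · Benchmarks – IL-6-only high control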
S1P3 antagonist – antagonists of human S1P3 receptor. Q99500. CHO S1P3 NFAT-BLA reporter, FRET fluorescence, antagonist mode. inhibition, % at 4.98 µM. 170,000 tested, 0.27% active;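 active = inhibition above the plate cutoff, the mean inhibition of test wells on that plate plus 3 SD, cut at about 28% in these data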;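 also: cells challenged with S1P at its EC80 of 0.8 µM; blue over green emission ratio from cleaved BLA substrate after 4 h stimulation; 0% = S1P-stimulated wells and 100% = unstimulated DMSO-only wells; some compounds past the cut are filed as inactive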
Target sequence (Q99500 whole entry, looked up): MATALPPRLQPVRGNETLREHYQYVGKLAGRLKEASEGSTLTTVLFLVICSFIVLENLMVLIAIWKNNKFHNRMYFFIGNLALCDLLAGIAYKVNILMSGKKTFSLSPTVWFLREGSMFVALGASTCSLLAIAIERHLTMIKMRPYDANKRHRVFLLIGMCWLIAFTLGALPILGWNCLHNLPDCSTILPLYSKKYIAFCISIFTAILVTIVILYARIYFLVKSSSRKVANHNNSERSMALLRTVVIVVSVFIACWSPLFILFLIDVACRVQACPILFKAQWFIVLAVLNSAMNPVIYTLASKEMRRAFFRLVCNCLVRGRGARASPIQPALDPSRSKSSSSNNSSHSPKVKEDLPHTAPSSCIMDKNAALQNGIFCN
PPARg SRC1 recr – PPARgamma-driven SRC-1 recruitment agonism. PPARgamma-SRC-1 coactivator recruitment biochemical assay. activation, % at 8 µM. 200,000 tested, 0.41% active; in the data active = activation above about 19%;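 also: 0% = DMSO and 100% = reference agonist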
RAM network inh – yeast RAM network inhibition; S. cerevisiae dse1pr::URA3 reporter, 5-FOA growth OD615, 2 d; analog-sensitive cbk1-as2 kinase mutant strain; inhibition, % at 50 µM; 190,000 tested, 1.8% active;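 active = inhibition above a set limit, 3 SD over mean compound inhibition, cut at about 8.4% in these data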;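 also: 0% = DMSO-only wells with no growth and 100% = 10 µM 1-NA-PP1 full growth; inhibition rescues growth on 5-FOA so higher OD means more RAM inhibition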
STAT3 inh – STAT3 signaling inhibition | U3A cells, IL-6 STAT3-luciferase reporter, luminescence; host cell line lacks STAT1 | inhibition, % at 5.5 µM | 190,000 tested, 0.89% active | AID 862;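 active = inhibition above the mean inhibition across all screened compounds plus 3 SD, cut at about 44% in these data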;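 also: 0% = DMSO only wells and 100% = 100 µM nifuroxazide control wells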
TLR4 MyD88 comp – blocks binding of human TLR4 to MyD88 | HeLa CL3-4 TLR4/MyD88 BLA complementation, FRET ratio | 200,000 tested, 0.18% active | AID 861 | inhibition, % at 8.4 µM | O00206+Q99836; in the data active = inhibition above about 25%;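 also: 0% = vehicle and 100% = reference inhibitor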
STAT1 blocker – reduces IFN-gamma driven STAT1 reporter signal. NIH 3T3 STAT1-luciferase reporter, luminescence. inhibition, % at 5.5 µM. 200,000 tested, 0.35% active. AID 920;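 active = inhibition above a set limit, the mean inhibition across all tested compounds plus 3 SD, cut at about 34% in these data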;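 also: 0% = IFN-gamma with DMSO and 100% = IFN-gamma with 300 µM nifuroxazide; values of inactives mirror those of a sister screen read the other way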
PPARg SRC3 recr – PPARgamma-driven SRC-3 recruitment agonism. P37231. biochemical PPARgamma/SRC-3 coactivator recruitment assay. activation, % at 8 µM. 200,000 tested, 0.26% active. AID 731; in the data active = activation above about 23%;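 also: 0% = DMSO and 100% = reference agonist; some compounds past the cut are filed as inactive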
PPARg SRC-2 ag – promotes SRC-2 coactivator recruitment by human PPARgamma; P37231; PPARgamma LBD-SRC-2 recruitment, biochemical; activation, % at 8 µM; 200,000 tested, 0.34% active; AID 1032; in the data active = activation above about 22%;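 also: 0% = vehicle and 100% = reference agonist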
TR-FRET SRC-2 ct – flags TR-FRET format artefacts in PPARgamma SRC-2 recruitment agonist screen; TR-FRET artefact counter-screen; stronger effect = higher value; TR-FRET ratio at 8 µM; AID 1049; 200,000 tested, 0.4% active; in the data active = TR-FRET ratio above about 2000; also: inactives centre near 1500
ROMK mod – modulators of human ROMK potassium channel. P48048. Tet-inducible ROMK, thallium flux fluorescence; actives lie on both sides. B-score at 10 µM. 130,000 tested, 2% active;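 active = signal ratio slope over the read window, or its plate-corrected B-score, at least 3 SD from the plate mean, either direction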;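 also: B-score of the F/F0 ratio slope over 7 to 12 s after thallium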
Target sequence (P48048 whole entry, looked up): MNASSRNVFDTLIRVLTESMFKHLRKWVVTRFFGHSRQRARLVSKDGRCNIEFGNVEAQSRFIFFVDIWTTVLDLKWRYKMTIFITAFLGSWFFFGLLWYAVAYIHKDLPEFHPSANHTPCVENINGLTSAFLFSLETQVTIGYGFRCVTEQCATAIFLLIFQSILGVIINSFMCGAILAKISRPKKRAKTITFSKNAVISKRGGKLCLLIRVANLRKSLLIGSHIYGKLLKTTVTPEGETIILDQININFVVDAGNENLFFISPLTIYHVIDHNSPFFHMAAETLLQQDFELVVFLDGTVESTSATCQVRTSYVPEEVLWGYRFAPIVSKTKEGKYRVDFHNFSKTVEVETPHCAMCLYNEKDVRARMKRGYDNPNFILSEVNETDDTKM
The depositor's hits bear a star; · = no result given.

Each structure is followed by: STAT3 act	S1P3 antagonist	PPARg SRC1 recr	RAM network inh	STAT3 inh	TLR4 MyD88 comp	STAT1 blocker	PPARg SRC3 recr	PPARg SRC-2 ag	TR-FRET SRC-2 ct	ROMK mod
- Cc1ccc(CNC(=O)CN2CCC(C(N)=O)CC2)cc1
  103	-14	3	2.4	0	-7	-2	-12	0	1458	·
- Nc1nncn1C(=O)c1cccs1
  108	-24	-9	0.1	-5	17	-2	11	-2	1497	·
- COc1ccccc1N1CCN(C(CNS(=O)(=O)c2cccs2)c2cccnc2)CC1 (stereo not drawn)
  98	6	6	-1.0	7	-21	1	7	5	1861	·
- CC12CCC(C(=O)N(CCCN3CCN(Cc4ccccc4)CC3)C1=O)C2(C)C (stereo not drawn)
  102	1	4	0.9	4	1	5	0	-14	1574	-0.017
- CCOC(=O)c1ccc(Nc2ccc([N+](=O)[O-])cn2)cc1
  98	2	-5	5.3	3	-9	-13	-2	5	1547	-1.1
- COc1cc(C(=O)Nc2nnc(C)s2)cc(OC)c1OC
  97	-15	1	1.7	12	-3	7	1	-7	1496	·
- CCCCC(=O)NCCNc1nc2c(c(=O)n(C)c(=O)n2C)n1Cc1ccccc1
  107	22	7	-1.7	-4	2	-4	2	1	1297	·
- CCOC(=O)CSc1nc2ccc(Nc3nc(N4CCOCC4)nc(N4CCOCC4)n3)cc2s1
  103	·	-5	1.7	0	5	-9	1	1	1434	-2.3
- COc1ccc(N2CCCCn3c2nc2c3c(=O)n(C)c(=O)n2C)cc1
  95	4	6	1.4	9	-5	5	6	2	1528	·
- O=C(NCCO)/C(=C\c1ccc([N+](=O)[O-])o1)NC(=O)c1ccccc1
  97	5	5	-0.4	9	-5	-4	1	2	1691	-0.077
- CSc1cc(C)nc(N(C)C(C)=O)n1
  100	·	-2	0.1	7	6	2	13	-1	1518	-0.43
- CC(C)Oc1ccc(C(=O)NC2CCS(=O)(=O)C2)cc1 (stereo not drawn)
  99	-7	2	1.5	5	2	0	7	3	1555	·
- CCOC(=O)C(C)N1N=C(/C=C/c2ccc(C)cc2)CCC1=O (stereo not drawn)
  103	·	-8	-0.9	2	-1	-1	-5	-2	1404	·
- CCOC(=O)N1CCC(=NNC(=O)c2ccccc2F)CC1
  103	18	10	1.0	-4	-5	-17	-2	11	1649	-0.0008
- Cc1ccc(NC(=O)c2ccccc2OCC(=O)c2ccc(F)cc2)cc1
  103	2	2	2.3	-4	15	-5	1	-11	1623	·

Remaining list, next part:
Each structure is followed by: STAT3 act	S1P3 antagonist	PPARg SRC1 recr	RAM network inh	STAT3 inh	TLR4 MyD88 comp	STAT1 blocker	PPARg SRC3 recr	PPARg SRC-2 ag	TR-FRET SRC-2 ct	ROMK mod
- Nc1nc(CSc2ccc(Cl)cc2)nc(N2CCCCC2)n1
  92	-5	-9	9.0*	11	-21	-4	2	-13	1505	-2.4
- CCCOc1ccc(N2C(=O)CC(N(Cc3ccc(S(N)(=O)=O)cc3)C(=O)CC)C2=O)cc1 (stereo not drawn)
  104	·	4	-0.3	-1	-8	1	6	7	1520	0.049
- Cc1onc(-c2ccccc2)c1C(=O)Nc1ccc(S(=O)(=O)N2CCCC2)cc1
  101	-11	1	0.9	7	-24	4	3	5	1525	-0.031
- CCOc1cc(S(=O)(=O)N(CC)CC)ccc1Br
  107	7	-2	0.7	-4	-6	-2	-7	-3	1569	·
- COc1ccc(C(=O)NCc2ccc(-c3nc4ccccc4s3)cc2)cc1
  93	·	7	5.1	14	-2	-28	5	3	1911	·
- CNC(=O)c1ccccc1S(=O)c1ccccc1C#N (stereo not drawn)
  99	·	3	-0.4	2	0	7	-6	9	1629	·
- Cc1oc(-c2cccc(Cl)c2)nc1CN1CCCC(C(=O)NCCCN2CCOCC2)C1 (stereo not drawn)
  92	-37	4	0.0	11	-1	0	-4	3	1558	-0.87
- COCCOC(=O)c1[nH]c2c(c1C)C(=O)CC(c1ccco1)C2 (stereo not drawn)
  111	17	-4	2.5	-14	2	5	-1	-2	1502	·
- CCCCC(=O)Nc1ccc(NC(=O)CCCC)nc1
  99	12	3	-0.3	7	1	-3	10	5	1746	-0.67
- NC(=O)c1ccsc1NC(=O)c1ccc(N2CCCC2=O)cc1
  51	7	9	2.2	62*	-7	10	7	10	1543	0.49
- CCN(Cc1nc2cc(OC)c(OC)cc2c(=O)[nH]1)C(=O)c1ccc(S(=O)(=O)N(C)C)cc1
  102	36	-2	0.2	2	-1	0	2	1	1492	·
- Cc1ccccc1CS(=O)(=O)c1cnc2ccccc2n1
  97	·	-1	1.1	4	-1	4	9	2	1585	0.027
- CCc1ccc(Oc2nnnn2-c2ccc(C(N)=O)cc2)cc1
  104	-3	-1	2.5	0	8	2	-2	0	1396	-0.019
- O=C1CSC(=S)N1c1cccnc1
  109	-2	-2	-0.6	-4	2	2	-2	-1	1644	·
- O=C(OCc1cc(=O)n2cc(Br)ccc2n1)C1COc2ccccc2O1 (stereo not drawn)
  99	-27	6	0.3	6	4	-4	13	5	1593	-0.15

Further structures follow:
Each structure is followed by: STAT3 act	S1P3 antagonist	PPARg SRC1 recr	RAM network inh	STAT3 inh	TLR4 MyD88 comp	STAT1 blocker	PPARg SRC3 recr	PPARg SRC-2 ag	TR-FRET SRC-2 ct	ROMK mod
- COc1ccccc1-c1n[nH]c(=S)n1N
  91	1	11	1.3	15	-7	6	4	2	1698	0.35
- Cc1nc2cc(NC(=O)NCCC3=CCCCC3)ccc2o1
  110	-31	-5	1.6	-7	-4	-34	6	5	1670	·
- C/C(CC(=O)Nc1ccc(Cl)c(Cl)c1)=N\NC(N)=S
  90	·	0	0.5	15	-9	11	6	4	1521	·
- Cc1ccc(C2(C(F)(F)F)N=C3Sc4cc(C)cc(C)c4N3C(=O)N2)cc1 (stereo not drawn)
  111	·	5	1.6	-10	3	-11	15	4	1439	·
- Cc1ccc(-c2nc(C3CCCN(S(=O)(=O)c4ccc(C(F)(F)F)cc4)C3)no2)cc1 (stereo not drawn)
  106	7	0	2.5	-2	13	-6	0	7	1535	·
- CCCOc1ccc(C2/C(=C(/O)c3ccc(F)cc3)C(=O)C(=O)N2CCCN(C)C)cc1 (stereo not drawn)
  102	0	0	-0.5	2	9	-7	-10	8	1623	0.43
- CCOC(=O)CN1C(=O)S/C(=C/c2cccc([N+](=O)[O-])c2O)C1=O
  98	-7	8	6.0	6	9	1	4	2	1705	·
- Cc1ccc(N/C=C/C(=O)c2cccs2)cc1C
  46	-1	11	4.2	66*	14	53*	1	0	1639	·
- CCOC(=O)c1sc(=NC(=O)c2ccc(C)c(C)c2)n(C)c1C
  99	-18	-2	-0.1	4	-8	-31	-4	-7	1526	·
- CCN1CCN(CCn2c(=S)[nH]c3cc4c(cc3c2=O)OCO4)CC1
  102	·	4	0.5	4	-16	6	4	5	1480	0.0077
- CCC(C)c1ccc(NC(=O)C2CCN(c3ncccn3)CC2)cc1 (stereo not drawn)
  97	·	1	3.8	5	-6	0	9	0	1356	0.28
- CN1/C(=C\C(=O)c2ccco2)C(C)(C)c2ccccc21
  83	-6	5	2.8	25	7	11	26*	19	1942	·
- CCOCCSc1nc2c(c(=O)[nH]c(=O)n2C)n1CCCc1ccccc1
  101	·	2	1.2	6	-9	8	-6	-3	1650	-0.46
- CCC(CC)NC(=O)CON=C1c2ccccc2-c2ccccc21
  107	0	6	4.9	-4	-13	0	-3	-8	1509	·
- Cn1c(=O)c2c(nc(NN=C3CCCCC3)n2C)n(C)c1=O
  89	-7	7	-0.6	23	5	-6	-1	4	1552	1.1

Next results.
Each structure is followed by: STAT3 act	S1P3 antagonist	PPARg SRC1 recr	RAM network inh	STAT3 inh	TLR4 MyD88 comp	STAT1 blocker	PPARg SRC3 recr	PPARg SRC-2 ag	TR-FRET SRC-2 ct	ROMK mod
- CCOC(=O)N1CCN(c2c(N3CCN(c4ccc(OC)cc4)CC3)c(=O)c2=O)CC1
  100	·	6	0.1	5	-3	2	8	2	1600	·
- CCOc1ccc(C(=O)CSCCC(=O)O)cc1
  75	-1	-7	-0.4	35	-3	20	-7	2	1462	-0.01
- Cc1cccc(NC(=S)NCCc2c[nH]c3ccccc23)c1
  99	2	1	0.5	5	1	-5	-3	-6	1479	-0.95
- C=CCN(C)CCCNC(=O)/C=N/O
  97	6	0	0.2	7	2	-7	0	10	1512	1.1
- O=C(/C=C/c1cnc2ccccc2n1)NC1CCCCCC1
  103	3	0	2.8	-4	-7	-47	1	2	1384	-0.27
- CCn1c(SCCC(C)C)nnc1-c1c[nH]c2ccccc12
  86	1	-1	0.3	24	1	2	-5	-3	1533	·
- Cc1cccc(C2c3[nH]c4ccccc4c3CCN2C(=O)CN2CCOC2=O)n1 (stereo not drawn)
  134*	5	-1	0.0	-37	2	5	-4	-4	1467	0.4
- O=C(Cc1ccc(Cl)cc1)c1c[nH]c(C(=O)NCCCn2ccnc2)c1
  97	-20	4	0.1	5	-5	4	2	-8	1730	-1.2
- Cc1cc(C)n(-c2nc3ccccc3nc2N2CCC(C)CC2)n1
  94	·	2	-0.6	8	2	0	3	4	1612	·
- CCOC(=O)Cc1csc(/N=C/c2c(O)n(-c3ccccc3C(F)(F)F)c(=O)c3ccccc23)n1
  96	-3	5	3.9	4	18	5	4	9	1634	0.42
- COc1ccc(C(=O)Nn2cnnc2)cc1
  110	·	-5	-0.9	-4	-12	3	1	5	1430	-0.11

Assay outcomes as filed in PubChem.

Random draw from the library; overall some 5.6% were active at least once.
